Assay outcomes (PubChem)
OX1R antag-1: OX1R (human) antagonism; OX1R-expressing cells, FRET antagonist read-out; AID 485270; O43613; inhibition, % at 6.6 µM; hit rate 1.8% among 330,000; in the data active = inhibition mostly above about 38%, no sharp cut-off; inactive = mostly below about 40%;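 note: 0% = agonist challenge alone and 100% = reference antagonist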
Target sequence (O43613 whole entry, looked up): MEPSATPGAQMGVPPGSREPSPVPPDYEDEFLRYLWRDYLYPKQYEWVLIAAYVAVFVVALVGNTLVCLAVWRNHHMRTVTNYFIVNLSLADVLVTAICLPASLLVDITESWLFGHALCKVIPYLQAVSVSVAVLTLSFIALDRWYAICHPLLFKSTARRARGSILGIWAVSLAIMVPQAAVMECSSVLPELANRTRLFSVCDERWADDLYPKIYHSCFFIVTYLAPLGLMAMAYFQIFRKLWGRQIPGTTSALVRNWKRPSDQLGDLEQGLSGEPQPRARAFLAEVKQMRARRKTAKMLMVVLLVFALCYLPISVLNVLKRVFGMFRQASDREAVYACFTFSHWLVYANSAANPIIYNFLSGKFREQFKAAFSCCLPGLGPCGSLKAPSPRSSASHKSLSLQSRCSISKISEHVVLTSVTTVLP
OX1R antag-2: antagonists of human orexin 1 receptor. CHO/OX1R cells, Fluo-8 calcium fluorescence, orexin A. hit rate 0.43% among 330,000. O43613. AID 434989. inhibition, % at 5 µM;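 active = inhibition above its plate's threshold, mean inhibition of all tested compounds on the plate plus 3 SD, cut at about 37% in these data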;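 note: 0% = orexin A challenge wells and 100% = SB-334867-A antagonist wells; not every result past the cut was called active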
Starred values were filed as active, the others as inactive. Compounds as they come; any-hit rate near 2%.

SMILES | OX1R antag-1 | OX1R antag-2
O=C(COc1ccc(Cl)cc1)NCCC1=CCCCC1 | 28 | -9
CCOC(=O)CNC(=O)N1CCC(CCOc2ccccc2)(C(=O)OCC)CC1 | -2 | -16
CCC1CCC2(CC1)NC(=O)N(CC(=O)Nc1ccc(OC)c(Cl)c1)C2=O (configuration not stated) | 13 | -36
CCc1ccccc1N(CC(=O)NC(C)C)C(=O)CCC(=O)Nc1nccs1 | 8 | -15
CCOC(=O)[C@H]1[C@H]2COc3ccc(Cl)cc3[C@@H]2N2C(=O)c3ccccc3NC(=O)[C@@]12C | 18 | -28
O=C(Nc1cccc([N+](=O)[O-])c1)C1CCN(C(=O)Cc2ccccc2)CC1 | 19 | 1
COc1ccc(OCC(=O)NNC(=O)C2CCN(c3ncnc4sc(C)c(C)c34)CC2)cc1 | 6 | -23
COC(=O)c1ccccc1CON1C(=O)C(C)(C)N(OCc2ccccc2C(=O)OC)C(=O)C1(C)C | 6 | -44
O=C(O)Cn1nc(-c2ccccc2)ccc1=O | 29 | 15
CCOC(=O)c1nc(Nc2cccc(C)c2)c2ccccc2n1 | 15 | -27
COc1ccc(CN2CCN(CCCc3ccccc3)C(CCO)C2)c(OC)c1 (configuration not stated) | 13 | -24
Cc1c(Br)c([N+](=O)[O-])nn1C(C)C(=O)NCc1cccs1 (configuration not stated) | 8 | -1
O=C(NCC(F)(F)F)c1ccc(S(=O)(=O)Nc2ccccc2N2CCCC2)cc1 | 12 | -2
CCCC1=C(C(=O)OCC)C(/C=C/c2ccccc2)n2ncnc2N1 (configuration not stated) | 16 | -20
COC(=O)c1ccccc1N(C)S(=O)(=O)c1cc2c3c(c1)CCC(=O)N3CCC2 | 15 | -31
Cc1cc(NS(=O)(=O)c2ccc(NC(=O)c3cc4cc(Br)ccc4oc3=O)cc2)no1 | 10 | -2
CN(C)S(=O)(=O)N1CCN(c2cccc(Cl)c2)CC1 | 12 | -14
Cc1cccc(OCCC(=O)OCC(=O)N2CCc3ccccc32)c1 | 7 | -26
COC(=O)COc1ccc2oc(=O)cc(-c3cc4ccccc4o3)c2c1 | 25 | -32
CCC(CC)NC(=O)c1cccc(Br)c1 | 29 | -18
CC1CCCN(C(=O)C2CCN(c3nc(-c4ccccc4)nc4c3CCC4)CC2)C1 (configuration not stated) | 33 | -14
COc1ccc(/C=C/c2nc(S(=O)(=O)c3ccccc3)c(N(C)C)o2)cc1 | 18 | 8
COc1ccccc1N1CCN(C2CCN(C(=O)c3cccs3)CC2)CC1 | 5 | -14
C[C@H](NC(=O)c1nc[nH]c1C(=O)NCC(=O)OCc1ccccc1)C(=O)OCc1ccccc1 | 9 | -11
COc1ccc(N(C(=O)c2cnsn2)C(C(=O)NC2CCCCC2)c2ccncc2)cc1 (configuration not stated) | 14 | -22

(list continues)
SMILES | OX1R antag-1 | OX1R antag-2
COc1ccc2c(c1)c(C(=O)CN1CCC3(CC1)OCCO3)c(C)n2C | 12 | -19
Cc1ccccc1-c1nc(Cc2ccc(Cl)cc2)no1 | 13 | -6
CC(C)N(Cc1nccn1C)C(=O)CC1C(=O)NCCN1Cc1ccccc1C(F)(F)F (configuration not stated) | 24 | 10
O=S(=O)(c1ccc2[nH]ccc2c1)N1CCCCCC1 | 0 | -16
COc1ccccc1CC(=O)Nc1cc(S(=O)(=O)N2CCOCC2)ccc1N1CCOCC1 | 7 | -15
O=C(COC(=O)CCc1nc2ccccc2n1-c1ccccc1)Nc1ccc(N2CCCCC2)cc1 | 10 | -26
Cc1onc(-c2c(Cl)cccc2Cl)c1C(=O)NCCN1CCOCC1 | 2 | -2
Cc1ccc(Cl)c2sc(N3CCN(C(=O)c4ccco4)CC3)nc12 | 22 | -17
Clc1cccc(OCc2nc(-c3ccncc3)no2)c1 | 18 | -22
CCC(OC(=O)CN1C(=O)c2ccccc2C1=O)C(=O)NC1CCCC1 (configuration not stated) | 20 | -24
CCc1nnc(NC(=O)CSc2nnc(-c3c[nH]c4ccccc34)n2C)s1 | 3 | -14
O=C(N/C(=C/c1ccc([N+](=O)[O-])cc1)C(=O)N1CCOCC1)c1ccco1 | 74* | -12
O=C(NCC1CC1)c1onc(CSc2nc3ccccc3[nH]2)c1C(=O)NCC1CC1 | 27 | -31
CCOc1cc(/C=C2\CCn3c2nc2cc(Cl)ccc2c3=O)ccc1O | 23 | -3
CC(=O)N1CCSc2ccc(S(=O)(=O)Nc3ccccc3C)cc21 | 23 | -17
O=C(NCc1ccccc1Cl)c1ccc2c(=O)n(CCCN3CCCC3=O)c(=S)[nH]c2c1 | 15 | -25
Cc1cc(C)c(C)c(OCC(=O)NCC2CCCO2)c1 (configuration not stated) | 10 | -27
COC(=O)c1c(NC(=O)CN2C(=O)C(=O)N(C(C)C)C2=O)sc(C)c1C | 11 | -19
Cc1ccc(-n2c(=O)c3ccccc3n(CC(=O)NCc3ccco3)c2=O)cc1 | 5 | -14
O=C(O)COCC(=O)NCc1csc2ccccc12 | 1 | -4
COc1ccccc1NNC(=O)C(O)(c1ccccc1OC)c1ccccc1OC | 24 | -26
O=C(NCCNC(=O)c1cccc(O)c1)c1cccc(O)c1 | -10 | -10
N#Cc1c(C(F)(F)F)cc(-c2ccc(Cl)cc2)nc1SCC(=O)O | 24 | 12
Cc1cccc(N2C(=O)CC(Sc3nc(-c4ccccc4)c4cc(Cl)ccc4n3)C2=O)c1 (configuration not stated) | 27 | -21
CC(C)c1ccc(OCC(=O)NC2=NCCS2)cc1 | 14 | -16

The last six compounds of the section above open the next one.
SMILES | OX1R antag-1 | OX1R antag-2
O=C(O)COCC(=O)NCc1csc2ccccc12 | 1 | -4
COc1ccccc1NNC(=O)C(O)(c1ccccc1OC)c1ccccc1OC | 24 | -26
O=C(NCCNC(=O)c1cccc(O)c1)c1cccc(O)c1 | -10 | -10
N#Cc1c(C(F)(F)F)cc(-c2ccc(Cl)cc2)nc1SCC(=O)O | 24 | 12
Cc1cccc(N2C(=O)CC(Sc3nc(-c4ccccc4)c4cc(Cl)ccc4n3)C2=O)c1 (configuration not stated) | 27 | -21
CC(C)c1ccc(OCC(=O)NC2=NCCS2)cc1 | 14 | -16
COc1ccc(C(C)NC(=S)NC2CCCCC2)cc1OC (configuration not stated) | 22 | -15
Cc1nc2ccccn2c(=O)c1NC(=O)c1cccc2ccccc12 | 21 | -27
COc1cc(Cl)c(C)cc1NC(=O)COC(=O)C(NS(=O)(=O)c1ccc(Cl)cc1)C(C)O (configuration not stated) | -5 | -17
Cc1sc2ncnc(NCC3CCCO3)c2c1C (configuration not stated) | 20 | -12
CCOc1ccc(NC(=O)CN(C)C(=O)Cc2c[nH]c3ccccc23)cc1OCC | 19 | -12
O=C(NCc1ccccc1CN1CCCC1)c1cccc(N2CCCC2=O)c1 | 8 | -19
CCCCCn1c(CCNC(=O)CCC)nc2ccccc21 | 11 | -13
CC(C)c1ccc(C(=O)NNC(=O)C2C3CCC(C3)C2C(=O)O)cc1 (configuration not stated) | 16 | -8
CCOc1ccc(/C=N/NC(=S)Nc2c(C)cccc2C)cc1 | 9 | -29
Cc1cc(S(=O)(=O)N2CCCC2)ccc1OCC(=O)N1CCC(C(N)=O)CC1 | 11 | -8
Cc1ccc(C(=O)N2C3C=CC(C3)C2(C(F)(F)F)C(F)(F)F)cc1 (configuration not stated) | 20 | -6
CCN(CC)S(=O)(=O)c1cc(NC(=O)C(=O)c2c(-c3ccccc3)cc3ccccn23)ccc1C | 18 | -9
COc1cnn(-c2cccc(C(F)(F)F)c2)c(=O)c1Cl | 4 | -8
CC1CCN(S(=O)(=O)c2ccc3c(c2)CCN3C(=O)CCC(=O)O)CC1 | -2 | 7
O=C(c1ccco1)N1CCN(Cc2ccccc2F)CC1 | 10 | 1
NC(=NCCc1ccccc1)NS(=O)(=O)c1ccccc1F | 11 | -11
CCOCc1nnc(NC(=O)CCS(=O)(=O)Cc2ccccc2)s1 | 13 | -4
COCCc1ncc(CN2CCCC(C(=O)Nc3cccc(-c4cccc(C)c4)c3)C2)cn1 (configuration not stated) | 13 | -20
COc1ccc(C(=O)c2nc3c(n2O)CCCC3)cc1OC | 15 | -7
COCc1nnc(NC(=O)c2ccc(NC(C)=O)cc2)s1 | 13 | -18
COc1cccc(N2CCN(CC(=O)NCc3ccccc3)CC2)c1 | 11 | -16
CC(C(=O)N1CCN(Cc2ccc3c(c2)OCO3)CC1)c1ccc([N+](=O)[O-])cc1 (configuration not stated) | 26 | -26
Fc1ccccc1CSc1nc2ccccc2[nH]1 | 33 | -16
CCCc1c(O)nc(SCCN(CC)CC)[nH]c1=O | -2 | 3
Cc1ccc(OCC(=O)NCc2n[nH]c(=O)c3ccccc23)cc1 | 13 | -11

Following part.
SMILES | OX1R antag-1 | OX1R antag-2
CC(=O)c1ccc(COC(=O)Cc2ccc([N+](=O)[O-])cc2)cc1 | 21 | 2
CCn1c(COc2ccc(=O)n(-c3ccccc3)n2)n[nH]c1=S | 15 | -7
N#CC1=C2N=C(N)c3c(sc4c3CCCCC4)N2C2=C(C(=O)CCC2)C1c1ccccc1 (configuration not stated) | 23 | -17
Cc1ccc2[nH]c3c(=O)n4c(nc3c2c1)SCC4 | 14 | -17
Cc1nn(C)c(Cl)c1S(=O)(=O)N[C@@H](c1ccccc1)[C@]1(C)C[C@H]1[C@@H](C)C(=O)Nc1ccc2ccccc2c1 | 26 | -3
O=C(c1ccc(Cl)c([N+](=O)[O-])c1)N1CCN(Cc2ccc3c(c2)OCO3)CC1 | 14 | -32
COc1cc([N+](=O)[O-])cc2sc(NC(C)=O)nc12 | 56 | -11
Cc1ccc2c(c1)c1c(c(=O)n(-c3ccccc3C)c(=O)n1CC(=O)NCC1CCCO1)n2C (configuration not stated) | 18 | -3
O=C(O)CC(C(=O)OCC1CCCO1)N1CCOCC1 (configuration not stated) | 32 | -10
O=C1NCCCC1C(=O)N/N=C/c1cccc(O)c1 (configuration not stated) | 8 | 3
Cn1c(SCC(=O)NC2CCCC2)nc2cccnc21 | 9 | -8
COC(=O)C1=C(C(=O)OC)[C@@H]2N(C)c3ccccc3[C@@]23C[C@@H](C(=O)OC)N(C(=O)c2cc(C)oc2C)C3=N1 | 36 | -23
CC(C)(C)NC(=O)CSc1nc(N)cc(=O)[nH]1 | -5 | 1
Cc1c(/C=C/C(=O)c2ccc(O)cc2)cnn1C | 20 | -22
Cc1ccc(OCC(=O)NC(C)c2ccccc2)c([N+](=O)[O-])n1 (configuration not stated) | 29 | -14
O=C(NCc1ccncc1)C(F)(F)C(F)(F)C(=O)NCc1ccncc1 | 16 | -10
COc1ccc([C@H]2CC(=O)C=C(c3c(C)cc(C)cc3C)C2)cc1 | -2 | 14
O=C(CSc1n[nH]c(-c2cccnc2)n1)Nc1ccccc1C(F)(F)F | 8 | -3
CCc1cccc(CC)c1NC(=O)c1cccc(N)c1 | 8 | -20
CC(C)CN(C(=O)c1ccc(S(=O)(=O)N2CCOCC2)cc1)C1CCS(=O)(=O)C1 (configuration not stated) | 26 | -11
Cc1cccc2cc(CN(Cc3ccc(F)cc3)C(=O)N3CCOCC3)c(=O)[nH]c12 | -1 | -30
CC1CCCCC1NC(=O)CSc1nnc(CN2CCOCC2)n1C (configuration not stated) | 10 | -11
CC(C)OP(=O)(OC(C)C)C(NC(=O)c1ccc(Br)cc1)c1ccccc1 (configuration not stated) | 19 | -26
O=C(NN1C(=O)/C(=C/c2ccc(O)cc2)SC1=S)c1cccc(O)c1 | 38 | 17
COc1ccccc1NC(=O)CCC(=O)Nc1cc(OC)c(NC(=O)c2cccs2)cc1OC | 7 | -21

4 entries already listed, sorted by their value in OX1R antag-2, rising.
SMILES | OX1R antag-1 | OX1R antag-2
O=C(c1ccc(Cl)c([N+](=O)[O-])c1)N1CCN(Cc2ccc3c(c2)OCO3)CC1 | 14 | -32
Cc1c(/C=C/C(=O)c2ccc(O)cc2)cnn1C | 20 | -22
CCc1cccc(CC)c1NC(=O)c1cccc(N)c1 | 8 | -20
Cc1ccc2c(c1)c1c(c(=O)n(-c3ccccc3C)c(=O)n1CC(=O)NCC1CCCO1)n2C (configuration not stated) | 18 | -3

Later entries:
SMILES | OX1R antag-1 | OX1R antag-2
Cn1cccc1C1C(C#N)=C(N)OC2=C1C(=O)CCC2 (configuration not stated) | 5 | -4
CN(C)S(=O)(=O)c1cccc(NC(=O)COC(=O)COc2ccccc2[N+](=O)[O-])c1 | 23 | -25
CN1CCCC(CC2Oc3ccccc3Sc3ccccc32)C1 (configuration not stated) | 7 | -10
CC(=O)c1cccc(NC(=O)C(=O)Nc2cccc3ccccc23)c1 | 29 | -15
Cc1ccc(S(=O)(=O)NCCC(=O)NC2CCCCCC2)cc1C | 5 | -27
Cc1ccc(N2CC(C(=O)NCc3ccco3)CC2=O)cc1Cl (configuration not stated) | 23 | -24
CCCOc1ccc(C(=O)Nc2ccc3c(c2)OCO3)cc1 | 12 | -5
C=CCc1cccc(/C=N/c2ncccc2O)c1O | 44 | -2

Two of the compounds above, as labelled records.
CCc1nnc(NC(=O)CSc2nnc(-c3c[nH]c4ccccc34)n2C)s1
  OX1R antag-1: 3
  OX1R antag-2: -14

O=C(N/C(=C/c1ccc([N+](=O)[O-])cc1)C(=O)N1CCOCC1)c1ccco1
  OX1R antag-1: 74*
  OX1R antag-2: -12

Record cards (already shown):
Results for CCOCc1nnc(NC(=O)CCS(=O)(=O)Cc2ccccc2)s1 → OX1R antag-1: 13; OX1R antag-2: -4
Results for COc1cccc(N2CCN(CC(=O)NCc3ccccc3)CC2)c1 → OX1R antag-1: 11; OX1R antag-2: -16
